Screening data: PubChem BioAssay, School of Medicine, Indiana University
FECH block: inhibitors of human ferrochelatase, primary screen, biochemical, purified FECH, Ni-mesoporphyrin absorbance | AID 1671448, 2021 | 3.3% of 20,000 active | Ni-mesoporphyrin absorbance 550 nm | calls only at 10 µM (by protocol) | Ferrochelatase, mitochondrial (Homo sapiens), P22830;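 active means enzyme reaction rate more than 3 SD below the solvent-only control wells on the same plate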;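 further: lower slope than DMSO wells means FECH inhibition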
Target sequence (P22830 whole entry, looked up): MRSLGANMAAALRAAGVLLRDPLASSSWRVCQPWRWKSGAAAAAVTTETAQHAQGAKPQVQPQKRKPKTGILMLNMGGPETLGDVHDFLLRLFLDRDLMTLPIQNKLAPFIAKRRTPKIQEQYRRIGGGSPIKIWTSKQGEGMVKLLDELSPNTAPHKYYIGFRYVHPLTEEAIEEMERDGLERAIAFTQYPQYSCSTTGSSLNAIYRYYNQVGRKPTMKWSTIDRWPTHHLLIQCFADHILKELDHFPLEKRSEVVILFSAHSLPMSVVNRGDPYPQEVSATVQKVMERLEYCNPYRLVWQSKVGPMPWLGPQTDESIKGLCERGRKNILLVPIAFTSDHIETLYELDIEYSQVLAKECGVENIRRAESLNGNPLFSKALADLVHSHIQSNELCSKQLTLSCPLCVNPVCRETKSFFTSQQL
Calls only; i = inactive; + = active, no number. These rows are one share of the data, so the mix of outcomes need not match the whole.

item | molecule | FECH block
1 | Cn1cnnc1Sc1ccc(-c2nccn2C2CCCCCC2)o1 | i
2 | O=C1OCCN1CCn1cnc(-c2ccccc2)c1-c1cc2ccccc2o1 | i
3 | COc1ccccc1-c1nc(C(N)=O)c2c(n1)n(-c1ccc(F)cc1)c(=O)n2C | i
4 | Cc1cccc(-c2nc3nc(CN4CCN(c5ccc(F)cc5)CC4)cc(=O)n3[nH]2)c1 | i
5 | C=CCNc1nc(Nc2cccc(F)c2)c2cnn(-c3ccccc3)c2n1 | i
6 | CCCc1cc(Sc2ccc(NS(=O)(=O)c3ccc(CC(C)C)cc3)cc2)n2ncnc2n1 | i
7 | CCNc1ccnc(N2CCN(Cc3ccc4c(c3)OCO4)CC2)n1 | i
8 | CCc1ccccc1NC(=O)CN1CCN(Cc2ccc(F)cc2Cl)S1(=O)=O | i
9 | Cc1c[nH]c(C(=O)N2CCC3(CC2)CC(C(=O)O)N(C)C3)c1 (stereo unspecified) | i
10 | CC(=O)Nc1ccc2nc(-c3[nH]cnc3-c3ccccc3)ccc2c1 | i
11 | Cc1cc(C)c(Cn2c(=O)c3cnc(-c4cccs4)nc3n(C)c2=O)c(C)c1 | i
12 | Cc1ccnc(C(C2CC2)n2cnc3sc4c(c3c2=O)CCNC4)c1 (stereo unspecified) | i
13 | O=C(NC1CC1)C1CNCCN1C(=O)CCn1cc(Cl)cn1 (stereo unspecified) | i
14 | CC(=O)Nc1cc(Cl)ccc1OCc1cc(=O)n2oc(C)cc2n1 | i
15 | Cc1ccc(O)c(CN(C)Cc2nc3ccc(F)cc3[nH]2)c1 | i
16 | O=C(Nc1ccc(Br)cc1F)N1CCN(Cc2nc3cccnc3n2-c2ccccc2)CC1 | i
17 | O=C(Nc1ccccc1SCc1ccccc1F)c1ccnnc1 | i
18 | COCC(C)NC(=O)C(=O)NCc1n[nH]c(=O)c2ccccc12 (stereo unspecified) | i
19 | Cc1cccc(-c2nc3nc(CN4CCC(C)CC4)cc(=O)n3[nH]2)c1 | i
20 | CCC(=O)Nc1cccc(OCC(=O)N2CCCC2c2nonc2C)c1 (stereo unspecified) | i
21 | CC1(C)CC(c2nccn2-c2ccc(Oc3nn[nH]n3)cc2)CCO1 (stereo unspecified) | i
22 | COc1ccc(S(=O)(=O)NCc2nc3cccnc3n2C2CC2)cc1OC | i
23 | O=C1CCC2(CCN1)CCN(C(=O)c1ccc(-c3ncn[nH]3)cc1)CC2 | i
24 | Cc1ccsc1S(=O)(=O)N1CCC(Cc2cccc(C(N)=O)c2)C1 (stereo unspecified) | i
25 | Cc1cnn(-c2cnn(CCO)c2)c1 | i
26 | CC(C)c1ccc(S(=O)(=O)NCCn2c(-c3ccccc3)nc3cccnc32)cc1 | i
27 | COc1ccccc1NC(=O)Nc1nc(CC(=O)Nc2ccc(Cl)cc2)cs1 | i
28 | Cc1cccc(CN2CCN(CC(=O)NCc3ccccc3)S2(=O)=O)c1 | i
29 | CCNC(=O)[C@@H]1CCCN1Cc1cc2cc3c(cc2[nH]c1=O)CCC3 | i
30 | Cc1ccc(-c2cc(N3CCN(S(=O)(=O)c4ccccc4C)CC3)ncn2)cc1 | i
31 | O=C(O)CCC(=O)Nc1nc2n(n1)C(c1ccc(F)cc1)C=C(c1ccccc1)N2 (stereo unspecified) | i
32 | COC(=O)c1sccc1NC(=O)CN1C(=O)CC(c2ccc(Br)s2)=Nc2ccccc21 | i
33 | CN(Cc1ccon1)C(=O)c1ccccc1-c1nc(-c2ccccc2)no1 | i
34 | Nc1ccnc(N2C[C@@H]3C[C@H](C2)[C@@H]2CCCC(=O)N2C3)n1 | i
35 | CCC(NC(=O)C1(Nc2ccc(C)cc2)CCCC1)c1cnn(C)c1 (stereo unspecified) | i
36 | CN(CCC(=O)Nc1cc(F)ccc1F)CCC1CCOCC1 | i
37 | CCC(Nc1nc(C2CCCC2)nc2c1cnn2C)c1ccncc1 (stereo unspecified) | i
38 | COc1ncc(C(=O)NC2CC(=O)N(CCc3ccc(F)cc3)C2)cn1 (stereo unspecified) | i
39 | CN(CC(=O)NCC1CCCN(C)C1)Cc1ccccc1F (stereo unspecified) | i
40 | CCc1c(C)nc2ncnn2c1Sc1ccc(NC(=O)Nc2cc(Cl)ccc2C)cc1 | i
41 | CCc1nccn1CC(=O)N[C@H]1C[C@@H](C(=O)OC)N(C)C1 | i
42 | COc1ccc(S(=O)(=O)N2CCN(Cc3nc4cccnc4n3-c3cc(C)cc(C)c3)CC2)cc1OC | i
43 | COc1ccc(Cl)cc1S(=O)(=O)N1CCN(c2cc(-c3ccc(C)cc3)ncn2)CC1 | i
44 | CCc1c(C)nn(CCNc2nc(C3CCCC3)nc3c2CNC3)c1C | i
45 | CC(=O)Nc1cc(NC(C)=O)cc(-c2nc(C)nn2-c2ccc(F)cc2)c1 | i

Among those listed so far, 4 contain a thiophene ring, fused or not.
item | molecule | FECH block
11 | Cc1cc(C)c(Cn2c(=O)c3cnc(-c4cccs4)nc3n(C)c2=O)c(C)c1 | i
12 | Cc1ccnc(C(C2CC2)n2cnc3sc4c(c3c2=O)CCNC4)c1 (stereo unspecified) | i
24 | Cc1ccsc1S(=O)(=O)N1CCC(Cc2cccc(C(N)=O)c2)C1 (stereo unspecified) | i
32 | COC(=O)c1sccc1NC(=O)CN1C(=O)CC(c2ccc(Br)s2)=Nc2ccccc21 | i

Other records follow.
item | molecule | FECH block
46 | Cc1ccc2c(C)c(C(=O)N3CCCC4(CC3)CNC(=O)O4)oc2c1 (stereo unspecified) | i
47 | CN(CCn1cccn1)c1nccc(N2CCC(O)CC2)n1 | i
48 | Cc1ccc(-c2nnc(-c3nc(NC(C)(C)C)c4ccccc4n3)o2)cc1 | i
49 | Cc1cccc(C)c1NC(=O)NCCc1nc2cccnc2n1C1CCCC1 | i
50 | Cc1cccc(OCC(=O)Nc2cccc(OCc3cc(=O)n4ccc(C)cc4n3)c2)c1 | i
51 | CCOc1ccc(Nc2cc(C)nc3nc(-c4cccnc4)nn23)cc1 | i
52 | COc1ccc(OC)c(NC(=O)CN2CCCN(Cc3cccc(C)c3)S2(=O)=O)c1 | +
53 | CCc1ccc(CN2CCN(c3nc(N(C)C)nc(C)c3C)CC2)nc1 | i
54 | Cc1cccc(N2CCN(c3ncc(NS(=O)(=O)c4cc(C)ccc4C)cc3C(=O)O)CC2C)c1 (stereo unspecified) | i
55 | Cc1cccc(CC(=O)NC2CC(=O)N(c3cccc(F)c3)C2)c1 (stereo unspecified) | i
56 | CC(=O)c1ccc(S(=O)(=O)NCc2nc3cccnc3n2C)cc1 | i
57 | Cc1ccccc1Cn1cc(C(=O)NCc2csc(N)n2)nn1 | i
58 | O=C(CCc1cccnc1)N1CCn2nc(C(=O)N3CCCC3)cc2C1 | i
59 | CCOCC(=O)Nc1cc(C)nn1-c1ncnc2c1cnn2-c1ccc(C)cc1C | i
60 | Cc1cccc(N(Cc2nc3nc(C)cc(C)n3n2)C(=O)c2ccco2)c1 | i
61 | c1ccc(-c2nc3c(c(NC[C@@H]4CCCO4)n2)CCNC3)nc1 | i
62 | CN(Cc1ccccc1)Cc1cc(C(=O)N(C)Cc2ccoc2)no1 | i
63 | NS(=O)(=O)c1ccc(CCNC(=O)C2CC(=O)N(CCc3c[nH]c4ccc(F)cc34)C2)cc1 (stereo unspecified) | i
64 | O=C(CSCc1ccccc1Cl)NCc1nc(-c2cccnc2)no1 | i
65 | CCOC(=O)c1c(C)[nH]c(C(=O)N2CCNC(CC)C2)c1C (stereo unspecified) | i
66 | COc1ccc(CC(=O)N(Cc2nc3nc(C)cc(C)n3n2)c2cccc(Cl)c2)cc1 | i
67 | C=CCn1c(=O)c2cnc(C)nc2n(C)c1=O | i
68 | CCCn1ccnc1-c1c(-c2ccccc2)ncn1[C@H]1CCCC[C@@H]1O | i
69 | CCc1nccc(-c2c(-c3ccccc3)ncn2CCSc2nnnn2C)n1 | i
70 | CCCC(=O)N(Cc1nc2nc(C)cc(C)n2n1)c1cccc(Cl)c1 | i
71 | O=C(c1ccc2cccnc2c1O)N1CCOC(c2ccc(F)cc2)C1 (stereo unspecified) | i
72 | CC(=O)Nc1c2n(c3ccc(F)cc13)CC(C)(C(=O)NC1CCCCCC1)N(CCN(C)C)C2=O (stereo unspecified) | i
73 | CC(=O)Nc1ccc(CN2CCCCC2CN2CCOCC2)cc1 (stereo unspecified) | i
74 | CSCc1ccc(C(=O)N2CCCC3(CC2)CNC(=O)O3)o1 (stereo unspecified) | i
75 | CCC1CN(Cc2cc(CN(C)C)cs2)CCN1C(C)C (stereo unspecified) | i
76 | CC(=O)NCCC1CN(Cc2c(Cl)nc3sccn23)CCO1 (stereo unspecified) | i
77 | CNC(=O)[C@@H]1C[C@H](N)CN1C(=O)c1ccccc1Oc1ccccc1 | i
78 | CC(=O)N1CCc2c(nc(C)nc2N2CCC(C(C)N3CCCC3)CC2)C1 (stereo unspecified) | i
79 | COCCn1cncc1Cn1cnc(-c2ccccc2)c1-c1ccc(C)o1 | i
80 | Cc1ccc(N(Cc2nc3nc(C)cc(C)n3n2)C(=O)C2CCCCC2)cc1 | i
81 | Cc1nonc1C1CCCN1S(=O)(=O)NCc1ccccc1 (stereo unspecified) | i
82 | CCOC(=O)c1ccc(N2CCN(C3CCOCC3)CC2)nc1 | i
83 | O=C1CCS(=O)(=O)N1c1ccc(S(=O)(=O)NCCC2=CCCCC2)cc1 | i
84 | Cc1ccc(S(=O)(=O)NCc2nc3cccnc3n2C)cc1Cl | i
85 | CCc1ccc(CN2CCC3(CCCN(C(=O)CCSC)C3)C2)nc1 (stereo unspecified) | i
86 | Cc1nnsc1CNC(=O)CC1CCc2ccccc21 (stereo unspecified) | i
87 | CCN(CC)C(=O)Cn1c(=O)n(CC2CCC(C(=O)N3CCOCC3)CC2)c(=O)c2sccc21 (stereo unspecified) | i
88 | O=C(NCc1ccccn1)C1(Oc2cccc3ncccc23)CCNCC1 | i
89 | CN(Cc1ncc[nH]1)C(=O)c1nc2ccccc2s1 | i
90 | c1ccc(-c2n[nH]c(Cn3cnc(-c4ccccc4)c3-c3cnc[nH]3)n2)cc1 | i
91 | O=C(O)c1ccnc(-c2ccnc(N3CCN(Cc4ccccc4)CC3)n2)c1 | i
92 | Oc1cc(CCC2CCCCN2)cc(-c2ccncc2)c1 (stereo unspecified) | i
93 | Cc1ccc(N2CCCS2(=O)=O)cc1NC(=O)c1ccc(C(C)(C)C)cc1 | i
94 | CCn1c(C)cc(C(=O)NCc2ccccc2-n2ccnc2)c1C | i
95 | NS(=O)(=O)c1ccc(CCNC(=O)Cc2csc(NC(=O)NC3CCCC3)n2)cc1 | i
96 | Cc1cc(C)n(CCC(=O)N2CC[C@@H](c3sccc3C)[C@H](O)C2)c(=O)n1 | i
97 | Fc1ccc(C2(c3noc(CCN4CCCCO4)n3)CCOC2)cc1 (stereo unspecified) | i
98 | CC1(C)CNC(=O)c2nc(-c3cc4ccccc4[nH]3)[nH]c2C1 | i
99 | Cc1cc(C)n(-c2cc(Nc3cccc(C(F)(F)F)c3)ncn2)n1 | i
100 | OCC#Cc1csc(C2NCCc3[nH]cnc32)c1 (stereo unspecified) | i
101 | CCc1ccc(S(=O)(=O)N2CCN(Cc3nc4cccnc4n3-c3cccc(C)c3)CC2)cc1 | i
102 | Cc1nn(CC(=O)N2CCCC(c3ccn[nH]3)C2)c(=O)c2ccccc12 (stereo unspecified) | i
103 | CC(=O)Nc1c2n(c3ccc(F)cc13)CC(C)(C(=O)NC1CCCCC1)N(Cc1cccnc1)C2=O (stereo unspecified) | i
104 | COc1ccc(N2C(=O)CCS2(=O)=O)cc1S(=O)(=O)NC1CCCCC1 | i
105 | O=C(NC1CCN(Cc2cccnc2)CC1)c1ccc(CSc2ncn[nH]2)o1 | i

Continuation.
item | molecule | FECH block
106 | COc1ccc(OC)c(NC(=O)c2cccn2-c2nnc(N3CCCCC3)s2)c1 | i
107 | Fc1cccc(-c2nccn2CCCc2ccncc2)c1F | i
108 | O=c1c(Nc2cccc(Cl)c2)c(-c2ccc3c(c2)CCCC3)c1=O | i
109 | COc1cccc(-c2nc(CSc3nc(C)cc(=O)[nH]3)c(C)o2)c1OC | i
110 | C=CCN(CC=C)C(C(=O)O)c1ccc(F)c(C)c1 (stereo unspecified) | i
111 | Cc1cccc(OCC2CCCN(Cc3ncccc3C(=O)O)C2)c1 (stereo unspecified) | i
112 | CCc1sc(C(=O)O)cc1-c1ccc(C(N)=O)cc1 | i
113 | Cc1cc2ccccc2n1CCC(=O)N(C)Cc1ccco1 | i
114 | CC1=NN(CC(=O)NCc2nc(-c3ccc(C)cc3)c(-c3ccccn3)[nH]2)CC1 | i
115 | CCc1nccc(CN2CCOc3c(O)cc(-c4cccc(Cl)c4)cc3C2)n1 | i
116 | C=CCNc1ccccc1C(=O)NCc1ccc2c(c1)n(C)c(=O)n2C | i
117 | CCc1cc(Sc2ccc(NC(=O)Nc3ccccc3C(F)(F)F)cc2)n2nc(C)nc2n1 | i
118 | COc1ccc(CN(C)C(=O)c2ccc3cccc(F)c3n2)cc1O | i
119 | Cc1ccc(-c2nc3cccnc3n2CCNS(=O)(=O)c2ccccc2C)cc1 | i
120 | CCCc1nc2nc[nH]n2c(=O)c1NC(=O)Nc1cc(Cl)c(OC)cc1OC | i
121 | CC(C)(C)c1ccc(S(=O)(=O)NCc2nc3cccnc3n2Cc2ccccc2Cl)cc1 | i
122 | Cc1nc(=O)[nH]c(C)c1CCC(=O)N1CCc2c(ncnc2N(C)C)C1 | i
123 | O=C(NC1CC1)C1CCN(c2ccc(-c3ccc(F)cc3)nn2)CC1 | i
124 | COc1ccc(OC)c(-c2nc3ccccc3nc2C)c1 | i
125 | CCOC(=O)Cn1c(=O)n(-c2ccc(F)cc2)c2nc(-c3ccccc3)nc(C(N)=O)c21 | i
126 | Cc1nc(CN2CCC(c3cc(C(C)C)n[nH]3)CC2)c2ccccn12 | i

3 compounds drawn at random from the list so far, as already listed:
item | molecule | FECH block
126 | Cc1nc(CN2CCC(c3cc(C(C)C)n[nH]3)CC2)c2ccccn12 | i
123 | O=C(NC1CC1)C1CCN(c2ccc(-c3ccc(F)cc3)nn2)CC1 | i
121 | CC(C)(C)c1ccc(S(=O)(=O)NCc2nc3cccnc3n2Cc2ccccc2Cl)cc1 | i

Entries listed above marked active in FECH block.
item | molecule | FECH block
52 | COc1ccc(OC)c(NC(=O)CN2CCCN(Cc3cccc(C)c3)S2(=O)=O)c1 | +
